GAA spleen mod: lysosomal alpha-glucosidase (human) modulation; human spleen homogenate, 4-MU-alpha-glucoside fluorescence; 240,000 compounds, 0.006% hits; Potency, µM (titrated, usually from 79.9 µM), for inactives: top-dose activity change, negative = inhibition, actives largely listed as inhibitors;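 further: potency means the concentration at half of the fitted maximal effect; 0% = enzyme with vehicle and -100% = no enzyme basal signal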
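Human spleen homogenate (1 ug) with 4-methylumbelliferyl-alpha-D-glucopyranoside (1 mM final) in 50 mM citrate/phosphate pH 5.0, 0.01% Tween-20; 40 min at 37 C. Stopped at pH 10; 4-MU fluorescence Ex 365/Em 440 nm; AC50 by Hill fit.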
HttQ103 aggreg: inhibitors of mutant huntingtin aggregate formation in PC12 cells | PC12 HttQ103-GFP aggregates, Acumen cytometry, 40 h | Potency, µM (top dose mostly 46.1 µM), for the others: at the highest dose activity change, negative = inhibition, actives largely listed as inhibitors | 220,000 compounds, 1.1% hits; further: potency means the concentration at half of the fitted maximal effect; on the % scale 0 is the no-effect control and ±100 the full control effect; nearly all actives have a fitted effect of over 60% in size
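Quantitative HTS on tebufenozide-induced (100 nM) PC12 cells stably expressing polyQ103 Huntingtin exon 1–GFP. Reduction of bright GFP aggregates, detected by laser scanning cytometry after lysis, identified actives across the titration.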
CBFb RUNX1 block: CBF-beta/RUNX1 interaction disruption; AlphaScreen CBFb-His/RUNX1-biotin binding, biochemical; Potency, µM (titrated, usually from 59.8 µM), without a hit: at the highest dose activity, negative = inhibition, actives largely listed as inhibitors; 230,000 tested, under 10 active; further: % of control where 0% means no effect
Target sequence (Q01196 whole entry, looked up): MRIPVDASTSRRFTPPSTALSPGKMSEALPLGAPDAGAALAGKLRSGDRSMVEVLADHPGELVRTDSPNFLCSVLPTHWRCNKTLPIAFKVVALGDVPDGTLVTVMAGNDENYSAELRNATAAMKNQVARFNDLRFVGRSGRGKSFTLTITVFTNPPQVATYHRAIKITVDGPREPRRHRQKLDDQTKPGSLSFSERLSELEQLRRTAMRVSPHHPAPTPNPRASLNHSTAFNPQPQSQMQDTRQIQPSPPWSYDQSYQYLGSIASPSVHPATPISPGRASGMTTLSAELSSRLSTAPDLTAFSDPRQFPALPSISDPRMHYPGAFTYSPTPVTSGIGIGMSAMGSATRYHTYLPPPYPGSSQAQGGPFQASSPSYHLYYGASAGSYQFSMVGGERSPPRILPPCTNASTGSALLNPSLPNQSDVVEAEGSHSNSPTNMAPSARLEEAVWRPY
Target sequence (Q13951 whole entry, looked up): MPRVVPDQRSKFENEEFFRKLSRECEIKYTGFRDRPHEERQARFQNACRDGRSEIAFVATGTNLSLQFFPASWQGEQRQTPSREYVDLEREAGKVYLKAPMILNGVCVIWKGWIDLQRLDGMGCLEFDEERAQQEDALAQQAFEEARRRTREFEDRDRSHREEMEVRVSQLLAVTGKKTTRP
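Proteins preincubated together for 20 min at RT before compound addition; 15 min later, nickel and streptavidin beads were added and left 90 min prior to AlphaScreen measurement.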
HTT ATP protect: Huntington cell model cytoprotection by ATP luminescence | PC12 HTT-Q103 induced, cytoprotection, ATP luminescence, 40 h | Potency, µM (highest dose often 56.4 µM), for the others: cytoprotection (ATP increase), usual class: activators | 230,000 compounds, 0.14% hits;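 further: potency means the concentration at half of the fitted maximal effect; % of control where 0% means no effect; nearly all actives have a fitted effect of over 45% in size; toxic huntingtin expression switched on by the ecdysone agonist tebufenozide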
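Readout: ATPlite luminescence (ATP level). Model: stable PC12, inducible Htt exon1 Q103-GFP. Inducer: tebufenozide, 100 nM final. Compounds: dose series. No G418 in medium.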
LMNA splice mod: LMNA splicing modulation; HeLa LMNA splicing GFP/RFP minigene ratio, 48 h; 200,000 compounds, 0.01% hits; Potency, µM (titrated, usually from 46.1 µM), for inactives: at the highest dose ratio change, negative = inhibition, actives largely listed as inhibitors; active means well fitted inhibition curve with a large enough effect in the signal ratio, with a control signal flat, not every such curve was filed as active; inconclusive means small, poorly fitted or top-dose-only effect, or effect the other way, or a change in a side signal; the % refers to the signal ratio; further: potency means the concentration at half of the fitted maximal effect; on the % scale 0 is the no-effect control and ±100 the full control effect
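S3 HeLa cells stably expressing lamin A-EGFP splicing minigene plus DsRed2, 600 cells/well, 48 h compound exposure at 37C. Laser-scanning cytometry; analysed as GFP (500-530 nm)/RFP (575-640 nm) total intensity ratio; 0.5% DMSO vehicle.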
GAA inh: blocks human lysosomal alpha-glucosidase; 200,000 compounds, 0.005% hits; purified human GAA, 4-MU-alpha-glucoside fluorescence; P10253; AID 1466; Potency, µM (top dose mostly 76.9 µM), for inactives: at the highest dose activity change, negative = inhibition, usual class: inhibitors;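 further: potency means the concentration at half of the fitted maximal effect; plate controls were uninhibited enzyme wells for no effect and no-enzyme background for full effect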
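Activity normalized between no-enzyme (basal) and enzyme-only wells. Conditions: 4 nM human enzyme, 400 uM fluorogenic substrate, citrate/phosphate pH 5.0 with Tween-20, 20 min room temperature, compounds up to 77 uM.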
GAA glycogen: alters human alpha-glucosidase cleavage of glycogen | AID 2100 | 300,000 compounds, 0.38% hits | recombinant GAA, glycogen substrate, Amplex Red glucose oxidase fluorescence | Potency, µM (highest dose often 76.4 µM), for inactives: at the highest dose activity change, negative = inhibition, hits mostly inhibitors;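 further: potency means the concentration at half of the fitted maximal effect; 0% = full enzyme reaction and -100% = no-enzyme basal signal; the screen sought inhibitors and activators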
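qHTS, 1536-well; enzyme 4 nM final; cpd up to 77 uM; substrate bovine liver glycogen 30 ug; 50 mM citrate/phosphate pH 5.0, 0.01% Tween-20; 37 C, 40 min; Amplex Red detection 45 min RT; Hill fit → AC50.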
Active calls of the source: *; u = inconclusive; x = no result given; [ ] = dose if it differs, or a comment. Unless noted, the call rests on the fitted dose curve; in most records, active means well fitted curve in the direction sought with a large enough effect; inconclusive means small, poorly fitted or top-dose-only effect, or another doubt; inactive means no such curve, though single readings can be large; an effect the other way counts as inactive or inconclusive.

SMILES	GAA spleen mod	HttQ103 aggreg	CBFb RUNX1 block	HTT ATP protect	LMNA splice mod	GAA inh	GAA glycogen
O=C1c2ccccc2C2(c3ccccc3)NCCCN12 (stereo not drawn)	-9%	25%[9.22 µM]	16%	14%[10 µM]	x	1%	7%
CCOCC(=O)Nc1ccc(OCc2ccccc2)cc1	3%	-6%[9.22 µM]	4%	-83%[inhibitor]	x	u	6%
Cc1ccc2cccc(S(=O)(=O)N3CCN(c4cccc(Cl)c4)CC3)c2n1	-4%	-11%	8%	-4%	-8%	-5%	-4%
CCc1ccc2c(c1)cc(CN(C(=S)Nc1ccc(Cl)cc1)C1CC1)c1nnnn12	-12%	3%	9%	8%[10 µM]	-6%	-1%	5%
CCCCOc1ccc(CSCCNC(=S)Nc2ccccc2)cc1	4%	9%[9.22 µM]	3%	30%[10 µM]	u	1%	-19%
COCCNC(=O)CCC(=O)NNc1nc2ccccc2c2nc(C)nn12	-7%	-6%	-2%	-14%	x	-2%	u
COc1cccc(C(=O)NNC(=S)NC2CCCCC2)c1	10%	-8%	-2%	21%[10 µM]	u	1%	u
COc1ccccc1/C=N/NC(=O)CCn1cnc2ccccc21	-11%	19%	4%	-9%[10 µM]	-8%	u	-3%
CN(C)c1ncc(CN2CCC(CO)(CCCc3ccccc3)CC2)s1	1%	-6%[9.22 µM]	-3%	14%[10 µM]	x	x	1%
O=c1[nH]c2ccccc2s1	9%	28%	1%	x	-3%	-1%[15.4 µM]	3%
Cc1ccc2c(c1)c1c3n2CCN[C@H]3CCC1	-5%	-15%	u	-14%	u	x	x
Clc1ccccc1-c1nccc(-n2ccnc2)n1	5%	x	x	-19%	-8%	x	x
CCOc1ccc(C(CC(=O)O)NC(=O)C2c3ccccc3Oc3ccccc32)cc1 (stereo not drawn)	-6%	-1%	6%	31%[10 µM]	-5%	-1%	18%
CC(=O)N1CCc2cc(S(=O)(=O)NCCC(=O)N3CCN(c4ccccn4)CC3)ccc21	1%	-11%	4%	9%	-17%	-3%	-17%
CNC(=S)NNC(=O)c1ccc2c(c1)OCO2	2%	18%	3%	-12%	u	7%	u
O=C(NCCOc1ccccc1)c1cncc(Br)c1	3%	0%	2%	-25%	2%	-22%	12%
COc1ccc(OCC(=O)Nc2ccc(N3CCCCC3)cc2)cc1	-5%	8%[9.22 µM]	5%	-2%[10 µM]	x	u	-20%
CC1=C(C(=O)OCC2CCCO2)C(c2ccncc2)C2=C(CC(C)(C)CC2=O)N1 (stereo not drawn)	14%	1%	4%	23%	-3%	u	8%
CC#N	-7%	x	11%[21.7 µM]	-3%	x	x	x
O=C1CCC([N+](=O)[O-])C(c2cccc(Br)c2)N1 (stereo not drawn)	0%	14%	0%	x	-5%	4%	2%
CCCOC(=O)c1ccc(NC(=O)c2cnccn2)cc1	-2%	9%	2%	-9%	16%	-1%	-6%
O=c1c2ccccc2c(/C=N/n2cnnc2)c(O)n1-c1ccccc1	-6%	4%	1%	4%[10 µM]	-13%	3%	-11%
CCOc1ccc(N(C(=O)Nc2ccccc2)C2=NCCC2)cc1	6%	-8%[9.22 µM]	-1%	-2%	9%	-10%	-4%
O=S(=O)(NC1CCCCCC1)c1cccc2cccnc12	-7%	0%	3%	14%	u	-1%	2%
CCn1c(CC(=O)Nc2cccc(OC)c2)nnc1SCC(=O)Nc1nccs1	-8%	-10%	4%	6%	-7%	-2%	-11%
NS(=O)(=O)c1ccc(NNC(=O)c2ccccc2)cc1	0%	-22%[9.22 µM]	2%	3%[10 µM]	x	x	u
COc1ccc(C2C(C(=O)N3CCC(C(N)=O)CC3)CC(=O)N2c2ccc(OC)cc2)cc1 (stereo not drawn)	-9%	23%	-2%	-8%	x	9%	2%
O=C(/C=C/c1cccc(F)c1)N(c1ccccn1)C1CCCCC1	-5%	u	3%	-3%[10 µM]	-4%	-5%	12%
COC(=O)c1c(NC(=O)C2CC(=O)NN2Cc2ccccc2)sc(C)c1C (stereo not drawn)	0%	7%	-5%	-12%	4%	2%	u
COC(=O)C1C2C=CC3(CN(C4CCCC4)C(=O)C13)O2 (stereo not drawn)	-3%	21%	2%	9%[10 µM]	1%	-4%	4%
COc1cc(OC)c(-c2nn3c(-c4ccncc4)nnc3s2)cc1OC	5%	4%	-7%	10%	u	3%	9%
COc1ccc(NC(=O)CSc2nnc(Cn3cnc4ccccc43)o2)cc1	-2%	-6%	4%	14%	16%[46 µM]	-1%	9%
COC(=O)Cn1cc(/C=C/[N+](=O)[O-])c2ccccc21	3%	-8%	-13%	8%[10 µM]	16%[46 µM]	-8%	13%
CO[C@H]1COC(=O)CCC[C@@H](C)[C@H](OC)COC(=O)[C@@H](C)NC(=O)C/C=C\[C@@H]1C	1%[17.4 µM]	x	8%[13.1 µM]	4%[10 µM]	x	x	x
FC(F)(F)c1ccccc1-c1cc(NCCN2CCOCC2)ncn1	19%	x	x	-20%	-1%	x	x
CC1(C)CC(NC(=O)CSc2ccccc2)CC(C)(C)N1	-3%	3%	5%	x	x	0%	9%
CC1(C)CN(c2ccccc2)N(Cc2ccc(F)cc2)C1=O	-2%	-14%	-3%	-14%	4%	-2%	4%
COc1ccc(N(C(=O)COc2ccccc2)C2C=CS(=O)(=O)C2)c(OC)c1 (stereo not drawn)	-8%	17%	1%	-4%	-7%	-6%	-1%
CCS(=O)(=O)NCCc1cc2ccc(C)cc2[nH]c1=O	0%	-2%	0%	15%	5%	9%	6%
COc1nc(N)c(S(=O)(=O)c2ccccc2C)cc1C#N	-1%	0%	6%	2%[10 µM]	-4%	3%	0%
NC(=O)C1CC(O)CN1c1nc(CN2CCOCC2)nc2scc(-c3ccccc3)c12 (stereo not drawn)	-4%	10%	10%	-14%[10 µM]	-3%	u	8%
C=CCn1c(SCC(N)=O)nnc1-c1ccccc1O	0%	11%	4%	28%	u	-2%	-4%
O=[N+]([O-])c1cccc(/C=N\N=C2c3ccccc3-c3ccccc32)c1O	-9%	-7%	3%	0%[10 µM]	-4%	-11%	0%
CC(=O)c1cccc(NC(=O)Cn2nc(-c3ccccc3Cl)ccc2=O)c1	-13%	-9%	2%	x	x	0%	4%
S=c1nc[nH]c2c1[nH]c1ccccc12	-8%	4%	8%	2%[10 µM]	-3%	2%	-11%
CC(C)C1Nc2c(C(=O)O)cccc2C(Nc2ccccc2C(=O)O)C1(C)C (stereo not drawn)	14%	11%	8%	-32%	-5%[46 µM]	13%	-6%
O=C(NC(NC(=S)Nc1ccccc1Cl)C(Cl)(Cl)Cl)c1cccc(Cl)c1 (stereo not drawn)	4%	u	-1%	16%[10 µM]	u	-10%	-16%
CC1CCCCC1NC(=O)c1ccc2c(c1)[nH]c(=O)n2C1CCCC1 (stereo not drawn)	-1%	-4%	4%	-19%	u	0%	0%
O=c1c2cc3ccccc3n2cnn1Cc1ccccc1F	-1%	0%	8%	-41%[10 µM]	u	7%	-6%
CC1CCCC(N2CCN(C(=O)c3cccc(F)c3)CC2)C1 (stereo not drawn)	-6%	5%	-3%	8%	2%	-1%	-11%
Nc1ccc(Sc2cnn(-c3ccccc3)c(=O)c2Cl)cc1	0%	10%	-3%	-9%	11%	-34%	1%
COc1ccc(/C=C/C(=O)Nc2ccc3nc4n(c(=O)c3c2)CCCC4)cc1	2%	-4%	-2%	-24%	x	14%	-6%
CCOC(=O)c1sc(=NC(=O)c2ccc(OC)c(OC)c2)n(C)c1C	1%	3%	-3%	-8%	1%	-2%	-2%
COc1ccc(C(=O)Nc2cc(C(F)(F)F)ccc2-n2cnc3ccccc32)cc1	-2%	-21%	3%	4%[10 µM]	-10%	u	-2%
COc1ccc(N2CCN(c3ccc([N+](=O)[O-])cc3Cl)CC2)cc1	-1%	-1%	-5%	12%[10 µM]	3%	-1%	9%
Cc1cc(F)ccc1NCc1ccc([N+](=O)[O-])cc1	0%	-7%	-20%	-19%	u	1%	0%
c1ccc2c(c1)nc1n2CCN1	1%	-8%	5%	16%[10 µM]	6%	-1%	1%
COc1ccc(/C=C/C(=O)Nc2ccc(-n3nncc3-c3ccccc3)cc2)cc1OC	1%	-19%	0%	-13%[10 µM]	u	4%	-7%
COc1cccc(/C=N/N2C(=O)NC3(CCCCC3)C2=O)c1O	-16%	5%	3%	-5%	5%	-1%	5%
COC(=O)c1ccc(CSc2nnc3sc4ccccc4n23)o1	6%	12%	6%	-13%[10 µM]	u	3%	0%

Later entries.
SMILES	GAA spleen mod	HttQ103 aggreg	CBFb RUNX1 block	HTT ATP protect	LMNA splice mod	GAA inh	GAA glycogen
CCC(=O)N1CC2(CC(c3cccc(NC(=O)CC(c4ccccc4)c4ccccc4)c3)=NO2)C[C@H]1C(N)=O (stereo partly drawn)	-3%	-35%[9.22 µM]	5%	15%[10 µM]	x	x	-5%
Cc1ccccc1NC(=O)Cn1nnc(-c2ccc(CN3CCC(C)CC3)cc2)n1	-1%	-9%[9.22 µM]	4%	-2%[10 µM]	x	x	-3%
C/C(=C\C(=S)Nc1ccccc1)Nc1ccccc1	6%	25%	0%	43%[10 µM]	5%	-14%	u
CCOC(=O)/C=C1\SCC(=O)N1CC(=O)NCc1ccc(OC)c(OC)c1	2%	11%	6%	-14%	2%[46 µM]	-5%	5%
CCCCC(=O)Nc1ccc(NC(=O)CC)cc1OC	1%	1%	-11%	-5%[10 µM]	-4%	-7%	-6%

Bioassay records: PubChem, National Center for Advancing Translational Sciences (NCATS)
